Compound activity: PubChem BioAssay, National Center for Advancing Translational Sciences (NCATS)
KB-3-1 cytotox: qHTS assay for MDR1-selective chemotherapeutics: Primary screen using the parental adenocarcinoma cell KB-3-1 | KB-3-1 viability, CellTiter-Glo ATP luminescence, 72 h | Potency, µM (top dose mostly 46.1 µM), inactives show top-dose activity change, negative = cytotoxic, most hits filed as cytotoxic | actives 1.4% (n = 400,000) | AID 1347075, 2019; note: % is set by controls: 0 for no effect and ±100 for the full control effect; nearly all actives have a fitted effect of over 60% in size
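Cytotoxicity measured as CellTiter-Glo luminescence after 72 h at 37 C. Compound titrations were pinned onto drug-naive KB-3-1 parental adenocarcinoma cells grown in DMEM with 10% FBS, and normalized data fitted to concentration-response curves.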
TDP43 rescue: qHTS of TDP-43 Inhibitors. Potency, µM (top dose mostly 46.1 µM), without a hit: top-dose growth rescue (activation), usual class: activators. TDP-43 expressing yeast growth rescue, BacTiter-Glo, 24 h. actives 1.8% (n = 410,000); note: % of control where 0% means no effect; nearly all actives have a fitted effect of over 50% in size
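Galactose-induced TDP-43 yeast, OD600=0.02, compound pinned; 24 hr, 30 deg C; BacTiter-Glo luminescence for growth. Inhibitors of TDP-43 toxicity read as activators.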
HT1080 IDH1KD tx: qHTS for induction of synthetic lethality in tumor cells producing 2HG: qHTS for the HT-1080-IDH1KD cell line; AID 686971, 2013; actives 2% (n = 360,000); Potency, µM (titrated, usually from 46.1 µM), inactives show at the highest dose activity, negative = toxicity, actives largely listed as cytotoxic; HT-1080 IDH1 knockdown viability, ATP luminescence, 48 h;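 note: 0% = DMSO wells and -100% = cell-free medium wells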
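Cytotoxicity counter-line: IDH1KD HT-1080, 48 h, CellTiter-Glo. Curves classed by r2, magnitude and activity.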
GLP1R inv ag: qHTS of GLP-1 Receptor Inverse Agonists (Inhibition Mode) | Glucagon-like peptide 1 receptor (Homo sapiens), P43220 | HEK293 GLP-1R CRE-luciferase, luminescence, 24 h; GLP-1R form is constitutively active | Potency, µM (highest dose often 38.3 µM), for inactives: top-dose activity change, negative = inhibition, most hits filed as inhibitors | actives 1.6% (n = 410,000) | AID 624417, 2012; note: % is set by controls: 0 for no effect and ±100 for the full control effect; nearly all actives have a fitted effect of over 55% in size
Target sequence (P43220 whole entry, looked up): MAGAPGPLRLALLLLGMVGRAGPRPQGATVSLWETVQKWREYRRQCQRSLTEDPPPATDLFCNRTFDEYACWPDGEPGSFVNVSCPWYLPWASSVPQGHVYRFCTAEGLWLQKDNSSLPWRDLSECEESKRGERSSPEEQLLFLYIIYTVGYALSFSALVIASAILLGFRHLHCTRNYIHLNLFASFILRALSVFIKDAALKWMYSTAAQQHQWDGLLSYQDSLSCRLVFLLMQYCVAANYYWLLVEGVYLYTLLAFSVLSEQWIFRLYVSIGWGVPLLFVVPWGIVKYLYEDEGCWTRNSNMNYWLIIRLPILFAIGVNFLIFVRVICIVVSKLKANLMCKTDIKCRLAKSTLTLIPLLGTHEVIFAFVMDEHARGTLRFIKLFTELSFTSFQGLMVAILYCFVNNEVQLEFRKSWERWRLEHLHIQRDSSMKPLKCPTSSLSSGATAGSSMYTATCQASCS
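Luminescence readout: a drop in cAMP-driven luciferase signal flags inverse agonism at a constitutively active GLP-1R stably expressed in HEK293. Compound exposure lasted 24 hr at 37 deg C, 5% CO2.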
SW480 rereplic: A quantitative high throughput screen for small molecules that induce DNA re-replication in SW480 colon adenocarcinoma cells; SW480 DNA re-replication, Hoechst DNA content imaging, 48 h; Potency, µM (top dose mostly 46.1 µM), inactives show at the highest dose re-replication activation, actives largely listed as activators; actives 1.8% (n = 340,000); AID 624297, 2012; note: % of control where 0% means no effect; nearly all actives have a fitted effect of over 55% in size
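DNA re-replication was detected as more nuclei of elevated Hoechst intensity after 48 hr exposure to compound (23 nL pinned per well of 250 cells).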
GLP-1R agonist: qHTS of GLP-1 Receptor Agonists | Glucagon-like peptide 1 receptor (Homo sapiens), P43220 | HEK293 GLP-1R CRE-luciferase, luminescence, 4-6 h; cells express a hypersensitive GLP-1R form | Potency, µM (doses to about 45.6 µM), for the others: at the top dose activation, actives largely listed as activators | actives 0.007% (n = 380,000) | AID 624172, 2012; note: % of control where 0% means no effect
KB-V1 cytotox: qHTS assay for MDR1-selective chemotherapeutics: Primary screen using the drug-selected MDR subline cells KB-V1; Potency, µM (doses to about 46.1 µM), for inactives: at the top dose activity change, negative = cytotoxicity, hits mostly cytotoxic; actives 3.4% (n = 400,000); KB-V1 MDR cells viability, CellTiter-Glo, 72 h; AID 1347076, 2019; note: % is set by controls: 0 for no effect and ±100 for the full control effect; nearly all actives have a fitted effect of over 60% in size
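In this primary screen, KB-V1 cells overexpressing P-gp are incubated with library compounds (lowest to highest concentration) for 72 h at 37 degrees C before a luminescent ATP viability read.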
GLP1R cytotox: qHTS of GLP-1 Receptor Inverse Agonists: Cytotox Screen | Potency, µM (highest dose often 38.3 µM), inactives show at the highest dose activity change, negative = inhibition, usual class: inhibitors | HEK293 cAMP-luciferase reporter cells, luminescence, 24 h | actives 0.13% (n = 410,000);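 note: loss of luciferase light is scored as toxicity; % is set by controls: 0 for no effect and ±100 for the full control effect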
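Quantitative HTS format, 1536 wells, 200 cells/uL seeded. Compounds: 23 nL, 24 h, 37 °C. Detection: luciferase reagent, luminescence at 12 min RT; decreased signal taken as cytotoxic.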
HT1080NT lethal: qHTS for induction of synthetic lethality in tumor cells producing 2HG: qHTS for the HT-1080-NT fibrosarcoma cell line; actives 1.6% (n = 360,000); Potency, µM (doses to about 46.1 µM), inactives show at the highest dose activity, negative = less viability, hits mostly cytotoxic; HT-1080-NT fibrosarcoma viability, CellTiter-Glo ATP luminescence, 48 h;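 note: NT is the 2HG producing partner of a matched IDH1 knockdown line; 0% = DMSO-treated cells and -100% = media-only wells without cells; nearly all actives have a fitted effect of over 55% in size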
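Toxicity toward the 2HG-producing NT line was scored as %Activity, normalised to DMSO and no-cell wells, from CellTiter-Glo luminescence after 48 hours' treatment.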
* hit, by the source's call; ? = inconclusive; / = no result given; [ ] = dose if it differs, or a comment. Calls come from the whole dose curve; as a rule, active = well fitted curve in the direction sought with a large enough effect; inconclusive = small, poorly fitted or top-dose-only effect, or another doubt; inactive = no such curve, though single readings can be large; an effect the other way counts as inactive or inconclusive. Potency is the fitted concentration of half-maximal effect. Not a hit list; 9.4% or so of the library scored in one or more.

Screens by letter – A = KB-3-1 cytotox; B = TDP43 rescue; C = HT1080 IDH1KD tx; D = GLP1R inv ag; E = SW480 rereplic; F = GLP-1R agonist; G = KB-V1 cytotox; H = GLP1R cytotox; I = HT1080NT lethal
> CCCOc1nc(C)cc(COC)c1C(N)=O
  A: 13% | B: -2%[9.22 µM] | C: 11% | D: -7% | E: -13% | F: 6% | G: 2% | H: 5% | I: 16%
> Cc1nc(C(=O)Nc2ccccc2Cl)cc2c1[nH]c1ccccc12
  A: 7.3µM* | B: 0% | C: -18% | D: -24% | E: ? | F: -11% | G: 2.9µM* | H: ? | I: -19%
> O=C(c1ccccc1)N1CCN(C(=O)c2cc3nc(-c4ccccc4)cc(C(F)(F)F)n3n2)CC1
  A: -8% | B: 11% | C: -2% | D: ? | E: -5% | F: 25% | G: ? | H: -8% | I: 3%
> CCOC(=O)c1cc(-c2cc3ccccc3o2)n[nH]1
  A: -10% | B: -10% | C: 0% | D: -5% | E: -2%[9.22 µM] | F: 0% | G: 24% | H: 10% | I: -1%
> Cc1cccc(C)c1C(O)c1ncc(-c2cccc(F)c2)[nH]1 (configuration not stated)
  A: 0% | B: 1% | C: -1% | D: 0% | E: / | F: -2% | G: 3% | H: 1% | I: 0%
> Cc1onc(-c2ccccc2)c1C(=O)Nc1nncs1
  A: 0% | B: -20% | C: 12% | D: 8% | E: -2% | F: 6% | G: -2% | H: 0% | I: 14%
> O=C(c1ccccc1)N1CCN(c2ccc(N3CCOCC3)nn2)CC1
  A: 11% | B: -12% | C: -6% | D: 4% | E: -7% | F: -1% | G: 9% | H: 7% | I: 1%
> CC(NC(=O)C(=O)c1cn(CC(=O)N2CCOCC2)c2ccccc12)c1ccccc1 (configuration not stated)
  A: 0% | B: 4% | C: -4% | D: ? | E: -34%[inhibitor] | F: -2% | G: -9% | H: 6% | I: -12%
> O=C(Cn1c(NCCO)nc2ccccc21)c1ccccc1
  A: -1% | B: -19% | C: -1% | D: 0% | E: -8% | F: -5% | G: -10% | H: -6% | I: -1%
> CCOC(=O)C1=C(CNCc2ccccc2Cl)NC(=O)NC1c1cccc([N+](=O)[O-])c1 (configuration not stated)
  A: -11% | B: -6% | C: ? | D: ? | E: -1% | F: 13% | G: -28% | H: -5% | I: -24%

The list goes on, starting with the last two of the part before.
Screens by letter – A = KB-3-1 cytotox; B = TDP43 rescue; C = HT1080 IDH1KD tx; D = GLP1R inv ag; E = SW480 rereplic; F = GLP-1R agonist; G = KB-V1 cytotox; H = GLP1R cytotox; I = HT1080NT lethal
> O=C(Cn1c(NCCO)nc2ccccc21)c1ccccc1
  A: -1% | B: -19% | C: -1% | D: 0% | E: -8% | F: -5% | G: -10% | H: -6% | I: -1%
> CCOC(=O)C1=C(CNCc2ccccc2Cl)NC(=O)NC1c1cccc([N+](=O)[O-])c1 (configuration not stated)
  A: -11% | B: -6% | C: ? | D: ? | E: -1% | F: 13% | G: -28% | H: -5% | I: -24%
> CCc1ccc(C(=O)c2cn(Cc3ccc(F)cc3)c3cc(OC)c(OC)cc3c2=O)cc1
  A: ? | B: ? | C: / | D: ? | E: / | F: / | G: ? | H: -21% | I: /
> CCCCN(CC)C(=O)CSc1nc2ccccc2c(=O)n1Cc1ccco1
  A: -28% | B: 0% | C: / | D: -5% | E: / | F: / | G: -1% | H: 5% | I: /
> CCCc1c(NC(=O)Nc2ccc(F)cc2)cnn1-c1ccc(Cl)cc1
  A: 9.2µM* | B: -18% | C: -20% | D: ? | E: ? | F: -19% | G: ? | H: ? | I: -28%
> N#CCC(=O)NCC1(c2ccccc2)CCCC1
  A: 0% | B: -10% | C: 5% | D: -5% | E: -2% | F: -2% | G: 20% | H: 3% | I: 8%
> CN(C)CCNC(=O)/C(=C/c1ccc(-c2ccc(Cl)cc2)o1)NC(=O)c1ccccc1
  A: ? | B: 12% | C: -23% | D: ? | E: ? | F: -5% | G: -24% | H: ? | I: -13%
> Cc1ccc(C(CC(=O)O)NC(=O)c2ccc(S(=O)(=O)N3CC(C)OC(C)C3)cc2)cc1 (configuration not stated)
  A: -6% | B: -8% | C: 9% | D: 14% | E: 2% | F: -2% | G: 20% | H: 1% | I: 9%
> COc1cc(S(=O)(=O)NCC2CCCO2)ccc1Br (configuration not stated)
  A: -11% | B: -13% | C: 0% | D: 0% | E: 2% | F: -1% | G: 0% | H: 3% | I: 2%
> CSc1ccccc1NC(=O)c1ccc2c(c1)CCN2S(C)(=O)=O
  A: 17% | B: -8% | C: 3% | D: 7% | E: -5% | F: 19% | G: -27% | H: -7% | I: 6%
> Cc1cc(=O)[nH]c(SCC(=O)O)c1C#N
  A: 2% | B: -5% | C: 11% | D: 2% | E: -3% | F: -3% | G: 18% | H: -11% | I: 13%
> CCCCCC(=O)N1C[C@@H](O)[C@H](n2cc(C3CC3)nn2)C[C@@H]1c1ccccc1
  A: 4% | B: 7% | C: -4% | D: 4% | E: / | F: 1% | G: -12% | H: -11% | I: -4%
> Cc1c(NC(=O)c2ccc(Br)s2)c(=O)n(-c2ccccc2)n1C
  A: 4% | B: -14% | C: -1% | D: 19%[0.307 µM] | E: 23% | F: 2% | G: ? | H: 14%[0.307 µM] | I: 1%
> CCOc1cc(N2CCOCC2)c(OCC)cc1NC(=O)CSc1cccc[n+]1[O-]
  A: 9% | B: -9% | C: 0% | D: 11% | E: -11% | F: -1% | G: 19% | H: 3% | I: 19%
> COc1ccc(S(=O)(=O)Nc2cc3c(C(=O)OC(C)C)c(C)oc3c3ccccc23)cc1
  A: ? | B: 14% | C: / | D: ? | E: / | F: / | G: 5.2µM* | H: -11% | I: /
> Cc1cccc(N(C(=O)c2csnn2)C(C(=O)NC2CCCCC2)c2ccccn2)c1C (configuration not stated)
  A: -3% | B: -21% | C: -7% | D: -6% | E: 13% | F: 12% | G: ? | H: -23% | I: 13%
> COc1cc2c(cc1OC)C1=C(C#N)COCN1CC2
  A: 13% | B: 7% | C: 5% | D: 94%[activator] | E: -2% | F: 5% | G: 9% | H: 7% | I: 4%
> O=C(CSc1nc2c([nH]c3ccccc32)c(=O)n1-c1ccc(F)cc1)N1CCCc2ccccc21
  A: -3% | B: -11% | C: / | D: 15% | E: / | F: 4% | G: ? | H: 4% | I: /
> Cc1cc(Nc2ccc(C)c(F)c2)n2ncnc2n1
  A: -7% | B: 16% | C: 8% | D: 26% | E: 2% | F: 9% | G: ? | H: -10% | I: 11%
> O=C(c1cccnc1)n1nc(-c2ccco2)nc1NCc1cccs1
  A: 2% | B: 3% | C: 1% | D: 14% | E: -1% | F: 3% | G: 4% | H: 7% | I: 4%
> CCN(CC(=O)NCc1cccnc1)S(=O)(=O)c1ccc(OC)cc1
  A: 3% | B: -16% | C: 21% | D: 13% | E: -5% | F: 3% | G: -4% | H: -10% | I: 19%
> CC(C)CCN(C(=O)Cc1ccc(Cl)c(Cl)c1)c1c(N)n(Cc2ccccc2)c(=O)[nH]c1=O
  A: -29% | B: -2% | C: -10% | D: -17% | E: 3% | F: -11% | G: 15% | H: 19% | I: ?
> O=C1Cc2ccccc2C(=O)N1OCc1ccc(Cl)cc1Cl
  A: 1% | B: -2% | C: 6% | D: 3% | E: 4% | F: 0% | G: 5% | H: 3% | I: -2%
> Cc1ccc(CN(C(=O)c2sc3ccccc3c2Cl)C2CCS(=O)(=O)C2)cc1 (configuration not stated)
  A: -3% | B: ? | C: -20% | D: ? | E: -7% | F: 1% | G: ? | H: -6% | I: -21%
> O=C(O)c1ccc2ccc3ccccc3c2c1
  A: -1% | B: ? | C: 17% | D: -4% | E: -2% | F: 0% | G: 24% | H: 10% | I: 18%
> COc1cc2ccccc2cc1C(=O)N(CCN(C)C)c1nc2c(F)cccc2s1
  A: -5% | B: 6% | C: ? | D: ? | E: 24% | F: -2% | G: 4% | H: -14% | I: ?
> Cc1ccc(C(=O)N2CCC3(CC2)Oc2ccc(F)cc2C(=O)C32CC(c3ccc(Cl)cc3)=NO2)s1 (configuration not stated)
  A: -8% | B: -6% | C: 3% | D: 4% | E: 13%[9.22 µM] | F: 5% | G: -13% | H: 0% | I: 8%
> CC1(C)CC(NC(=O)c2cc(COc3cccc(C(F)(F)F)c3)on2)CCO1 (configuration not stated)
  A: -22% | B: 18% | C: ? | D: ? | E: -4% | F: -2% | G: -10% | H: -7% | I: ?
> O=C(C[C@H]1C/C=C\C[C@@H](NC(=O)OCC2c3ccccc3-c3ccccc32)C(=O)O[C@@H](c2ccccc2)CNC1=O)N[C@H](CO)Cc1ccccc1
  A: -7% | B: 9% | C: ? | D: 5% | E: ? | F: -6% | G: -10% | H: -1% | I: ?
> COc1ccc(C2C(=O)N(C3CCCCCC3)CC(=O)N2Cc2ccccc2)cc1OC (configuration not stated)
  A: -2% | B: -12% | C: 1% | D: 0% | E: -2% | F: ? | G: -9% | H: -8% | I: 9%
> CCCCN1C(=O)C(O)(c2c[nH]c3ccccc23)c2cc(Br)ccc21 (configuration not stated)
  A: -6% | B: ? | C: / | D: ? | E: / | F: -5% | G: 17% | H: -10% | I: /
> N=c1c(C(=O)NCc2ccc(F)cc2)cc2c(=O)n3ccccc3nc2n1CCCN1CCOCC1
  A: -28% | B: 4% | C: -1% | D: 0% | E: ? | F: 4% | G: 1% | H: 140%[activator] | I: -2%
> O=S(=O)(Cc1ccccc1)N(O)c1ccccc1
  A: 1% | B: -7% | C: 2% | D: 48%[activator] | E: 2% | F: -1% | G: 11% | H: -18% | I: -19%
> COc1cccc(NC(=O)CN(C)C(=O)c2cccnc2Sc2ccc(C)c(C)c2)c1
  A: -1% | B: 0% | C: -6% | D: 7% | E: 9% | F: 4% | G: ? | H: 11% | I: -21%
